High-throughput results from PubChem BioAssay.
RTF Ca sens act = cardiac RTF calcium sensitization; P19429+P45379; 0.24% of 340,000 active; IANBD-labeled TnC RTF fluorescence at EC20 calcium; 0% EC20 calcium, 100% full calcium; activation, % at 7.2 µM;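 active = activation above the mean over all tested compounds plus 3 SD, cut at about 30% in these data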;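 note: rise in fluorescence read as greater calcium sensitivity of cardiac thin filaments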
Keap1 Nrf2 FP = inhibitors of human Keap1-Nrf2 protein-protein interaction | Q14145 | Keap1 Kelch-Nrf2 peptide fluorescence polarization, 1536-well | inhibition, % at 9.4 µM | 0.15% of 340,000 active; in the data active = inhibition above about 12%;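 note: human Keap1 Kelch domain with fluorescein labeled Nrf2 9mer peptide probe; 0% = neutral control wells and 100% = peptide positive control; higher means more block of Keap1 binding to Nrf2 peptide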
Target sequence (Q14145 whole entry, looked up, the tested form may be a part): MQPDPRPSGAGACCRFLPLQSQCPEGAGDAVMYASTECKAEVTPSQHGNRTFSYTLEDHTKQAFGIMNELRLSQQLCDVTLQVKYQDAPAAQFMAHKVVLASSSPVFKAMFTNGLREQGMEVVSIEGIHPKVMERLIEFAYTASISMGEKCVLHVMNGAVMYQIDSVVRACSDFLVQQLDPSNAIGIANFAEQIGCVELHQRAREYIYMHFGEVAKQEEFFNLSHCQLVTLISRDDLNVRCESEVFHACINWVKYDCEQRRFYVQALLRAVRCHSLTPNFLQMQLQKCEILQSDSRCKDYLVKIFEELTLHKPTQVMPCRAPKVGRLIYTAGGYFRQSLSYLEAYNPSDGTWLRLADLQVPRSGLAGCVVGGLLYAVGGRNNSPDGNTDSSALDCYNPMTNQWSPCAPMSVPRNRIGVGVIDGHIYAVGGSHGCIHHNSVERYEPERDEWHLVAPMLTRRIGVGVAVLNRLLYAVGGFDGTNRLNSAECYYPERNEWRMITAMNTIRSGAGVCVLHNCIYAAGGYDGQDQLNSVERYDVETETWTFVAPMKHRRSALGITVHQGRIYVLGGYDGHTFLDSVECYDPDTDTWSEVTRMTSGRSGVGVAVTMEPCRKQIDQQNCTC
NSD2 inh = inhibitors of human histone methyltransferase NSD2. inhibition, % at 12.5 µM. O96028. AID 743445. NSD2 peptide methylation, AlphaScreen, 120 min. 0.54% of 310,000 active; in the data active = inhibition above about 50%
PfHsp90 yeast 2 = growth inhibition of yeast expressing Plasmodium Hsp90 | inhibition, % at 9.4 µM | S. cerevisiae expressing PfHsp90, BacTiter-Glo ATP, 48 h; yeast lacking PDR1 and PDR3 efflux regulators | 0.32% of 310,000 active;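 active = every replicate shows inhibition above about 80%, whatever the replicate mean, limit read from the data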;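 note: 0% = DMSO neutral controls and 100% = 20 µM radicicol positive controls; yeast relying on Plasmodium falciparum Hsp90 in place of its own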
Rtt109 Vps75 = inhibitors of Candida albicans Rtt109/Vps75 histone acetyltransferase. Q5AAJ8. purified Rtt109/Vps75, ThioGlo CoA-SH fluorescence, 4 h. 0.16% of 330,000 active. inhibition, % at 34.9 µM;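 active = inhibition of at least 50% in every replicate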
Target sequence (Q5AAJ8 whole entry, looked up): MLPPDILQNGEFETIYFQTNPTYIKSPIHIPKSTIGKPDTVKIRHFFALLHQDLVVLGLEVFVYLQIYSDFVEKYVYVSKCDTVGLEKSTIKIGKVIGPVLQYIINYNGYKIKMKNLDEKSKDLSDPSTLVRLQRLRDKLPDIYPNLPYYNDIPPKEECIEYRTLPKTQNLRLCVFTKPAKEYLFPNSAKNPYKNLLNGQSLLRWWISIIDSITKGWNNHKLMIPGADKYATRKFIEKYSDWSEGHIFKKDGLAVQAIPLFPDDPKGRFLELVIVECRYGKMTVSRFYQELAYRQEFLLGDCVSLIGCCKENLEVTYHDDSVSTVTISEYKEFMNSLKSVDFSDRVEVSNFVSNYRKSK
PvdQ inh = P. aeruginosa PvdQ acylase inhibition; inhibition, % at 10 µM; 0.063% of 340,000 active; purified PvdQ acylase, fluorescence plate reader; AID 488965; in the data active = inhibition above about 30%, passing the limit was not always enough;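 note: 0% = vehicle neutral wells and 100% = reference inhibitor wells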
Mot1-301 SUMO = inhibitors of SUMOylation pathway: yeast Mot1-301 growth rescue; S. cerevisiae Mot1-301 growth rescue, ATP luminescence, 38.5C; percent above DMSO median, 100 means doubled; growth rescue, % at 18.8 µM; 1% of 320,000 active; AID 2716;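 active = every valid replicate shows activation above 250% relative to neutral control wells; inactive = the rest, any valid replicate at or below 250%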;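 note: OY570 slx delta 5 strain wells were the positive control but not used for scaling; some compounds called inactive have numbers as strong as hits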
Cardiac RTF inh = cardiac RTF calcium desensitization; inhibition, % at 7.15 µM; IANBD-labeled cardiac RTF, Ca2+ fluorescence; AID 493244; P19429+P45379; 0.12% of 340,000 active;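 active = inhibition above the mean inhibition of all tested compounds plus 3 SD, cut at about 17% in these data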;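 note: assay run at fixed EC70 calcium of 1.6 mM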
dFosB act = activators of mouse delta FosB homodimer. P13346. 0.99% of 340,000 active. AID 493131. purified delta FosB, TAMRA-CDK5 oligo fluorescence polarization; percent of positive-control signal above neutral wells. activation, % at 25 µM;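 active = mean activation above about 17%, with every replicate also reaching it, limit read from the data, passing the limit was not always enough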;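 note: fluorescence polarization rise as delta FosB binds a TAMRA Cdk5 AP-1 oligo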
CDK5 p35 inh = CDK5/p35 (human) kinase inhibition; Recombinant CDK5/p35, ADP-Glo luminescence, 60 min; inhibition, % at 10 µM; 0.01% of 330,000 active; AID 488839;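 active = highest replicate inhibition of at least 50% and at least 75% of replicates reaching 50%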;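 note: plate controls were DMSO neutral control for no effect and GW8510 at 10 µM for full effect; many of its hits are not listed in these tables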
LANA DNA inh = inhibitors of KSHV LANA C-terminal domain DNA binding; MBP-C-LANA/FAM-LBS DNA binding, fluorescence polarization; inhibition, % at 9 µM; 0.078% of 340,000 active; AID 504423;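 active = highest replicate inhibition at or above 60% at 9 µM, even if other replicates fall short; inactive = all replicates below 60% inhibition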;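 note: 0% = neutral control wells and 100% = 4 µM acridine orange control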
Active calls of the source: *; . = not tested or not shown.

SMILES	RTF Ca sens act	Keap1 Nrf2 FP	NSD2 inh	PfHsp90 yeast 2	Rtt109 Vps75	PvdQ inh	Mot1-301 SUMO	Cardiac RTF inh	dFosB act	CDK5 p35 inh	LANA DNA inh
COc1ccc(N2CCN(C(=O)CCN3C(=S)NC(C)(C)CC3C)CC2)cc1 (centres undefined)	4	-3	-3	-32	0	-10	-24	5	0	3.6	6.6
Cc1cc(=O)c2ccc(C(F)(F)F)cc2[nH]1	-2	3	0	-12	-3	-4	-26	-7	1	-3.6	-0.2
CC(C)(C)OC(=O)NCCCC[C@@H](C(=O)N1CCN(C(=O)OC(C)(C)C)CC1)n1cc(C(CO)NC(=O)OC(C)(C)C)nn1 (some centres undefined)	3	-3	.	-15	-1	-10	3	3	-11	1.2	-0.1
O=C(OCC(=O)N1CCCC1)c1ccccc1OCc1ccccc1	7	-3	-4	11	0	-13	.	-3	-3	1.3	-0.2
Cc1cccc(NC(=S)N/N=C/c2c[nH]c3ccccc23)c1	1	2	-1	-18	6	15	57	-3	-6	-0.1	-1.8
COc1ccc(S(=O)(=O)N(CC(C)C)CC(C)C)c2cccnc12	7	-5	.	19	-5	-14	.	-17	-18	0.1	0.5
COc1ccc(C(C)=O)cc1CSc1nnc(Nc2ccc(C)cc2)s1	-1	-1	31	-5	-2	-12	116	-13	-7	1.3	3.0
COc1ccc(C(=O)COC(=O)CNC(=O)C2CCCCC2)c(OC)c1	3	-2	1	-15	-6	-8	.	-6	-1	-1.5	-0.9
Cc1cccc(N2CC(C(=O)Nc3nc4ccc(S(C)(=O)=O)cc4s3)CC2=O)c1C (centres undefined)	-10	-3	-1	21	8	-9	129	-9	-13	1.1	-1.1
CC(OC(=O)Cc1cccc(C(F)(F)F)c1)C(=O)Nc1ccc(Cl)cn1 (centres undefined)	-3	-1	-1	-11	13	1	-9	-10	-1	0.0	1.0
C(=N\Nc1nnnn1-c1ccccc1)/c1ccncc1	16	-2	1	19	1	2	9	-2	2	-3.4	-0.4
CCOc1ccc(C2=CS/C(=C(\C#N)c3nnc4n3CCCCC4)N2CC)cc1	1	-2	8	0	-4	-2	-1	-3	-9	-0.8	0.2
Cc1cccc(N2C(=O)C(Cl)=C(Nc3c(C)n(C)n(-c4ccccc4)c3=O)C2=O)c1C	1	0	-1	-9	5	-1	40	-4	-2	0.4	1.0
CCC(=O)n1nc(-c2cccnc2)nc1NCc1cccs1	1	1	1	26	-12	-2	-7	12	-1	0.6	0.1
N#C/C(=C\C1CC=CCC1)c1nc2ccccc2[nH]1 (centres undefined)	2	-1	6	0	4	0	-5	-7	1	-2.0	1.2
CC1(C)CC(=O)C2=C(C1)NC(SCC(=O)Nc1ccccc1)=C(C#N)C2c1ccco1 (centres undefined)	-1	6	2	-3	-3	1	19	4	-6	0.0	-1.4
CCN(CC)S(=O)(=O)c1cccc(C(=O)NC2=NCCS2)c1	0	-1	-3	3	0	0	4	-8	2	-0.4	-1.2
COc1ccc(NC(=O)c2ccccc2NC(=O)COc2ccccc2)cc1	-5	2	0	-3	-6	-5	120	-5	2	2.5	0.9
CN(C)c1ccc(/C=C/c2c([N+](=O)[O-])c(=O)n(C)c(=O)n2C)cc1	-3	0	20	3	6	2	.	1	4	-0.3	-2.0
CCCCC(=O)Nc1ncc(S(=O)(=O)c2ccc([N+](=O)[O-])cc2)s1	-7	5	.	-8	-2	0	2	-4	7	0.6	-1.5
COc1ccc(NC(=O)c2ccccc2NC(=O)CSc2ccc(Cl)cc2)cc1	1	-2	0	5	-5	2	.	-8	4	0.2	0.6
Cc1ccc2c(COC(=O)c3ccc(C)c(C)c3)cc(=O)oc2c1	-6	2	2	-13	1	-2	-5	1	-2	0.2	-0.5
N#CCCOC1(C#CCN2CCCC2)CCCCC1	-1	0	1	2	8	3	-6	-7	1	-0.9	1.8
O=C(NCCc1ccc(F)cc1)c1ccc2c(=O)n3c(nc2c1)CCC3	-8	-2	-1	-5	-11	-22	282	-4	-10	-9.2	-0.7

In the list so far, these contain a CF3 group.
SMILES	RTF Ca sens act	Keap1 Nrf2 FP	NSD2 inh	PfHsp90 yeast 2	Rtt109 Vps75	PvdQ inh	Mot1-301 SUMO	Cardiac RTF inh	dFosB act	CDK5 p35 inh	LANA DNA inh
Cc1cc(=O)c2ccc(C(F)(F)F)cc2[nH]1	-2	3	0	-12	-3	-4	-26	-7	1	-3.6	-0.2
CC(OC(=O)Cc1cccc(C(F)(F)F)c1)C(=O)Nc1ccc(Cl)cn1 (centres undefined)	-3	-1	-1	-11	13	1	-9	-10	-1	0.0	1.0

Next entries follow.
SMILES	RTF Ca sens act	Keap1 Nrf2 FP	NSD2 inh	PfHsp90 yeast 2	Rtt109 Vps75	PvdQ inh	Mot1-301 SUMO	Cardiac RTF inh	dFosB act	CDK5 p35 inh	LANA DNA inh
O=C(Nc1ccccc1Cl)C1CCCN(c2ncnc3c2nc2n3CCCCC2)C1 (centres undefined)	-5	2	3	-89	-3	-17	191	3	-9	2.2	-0.8
COc1ccc(N2C(=O)CC(Nc3ccc(C(=O)O)cc3)C2=O)cc1OC (centres undefined)	-2	0	-2	4	2	-12	12	-3	-8	1.0	1.1
CC1(C)O[C@@H](CC(=O)O)[C@]23CO[C@H](C(=O)[C@]4(C)C2CC[C@@]2(C)[C@H](c5ccoc5)OC(=O)C5O[C@]524)[C@@H]13 (some centres undefined)	4	-7	.	-18	8	-13	-28	2	-5	-2.2	2.3
COc1ccc(OCC(=O)N/N=C/C=C/c2ccccc2)cc1	-3	-4	-3	-2	-2	-12	35	-18	-7	0.1	-1.4
COc1ccc(S(=O)(=O)NCCc2ccco2)cc1OC	-2	-6	1	-14	-2	-12	225	-11	-5	-1.8	-0.8
COc1ccccc1C(=O)NCC(=O)OCc1ccc(Br)cc1	3	-7	2	-14	0	-2	36	-4	5	-0.7	-3.0
O=C(NCC(c1cccs1)N1CCOCC1)c1ccco1 (centres undefined)	0	3	0	-42	5	4	-2	-5	1	-0.9	-0.4
Cc1cccc(N(Cc2nnc3n2CCCCC3)C(=O)Nc2ccccc2)c1	0	-2	0	-176	-3	-1	-18	-6	4	-0.8	0.3
O=C1C=C(c2ccc(OC(F)(F)F)cc2)C[C@@H](c2ccc(F)cc2)C1	7	4	.	15	0	3	2	-6	2	0.7	0.7
COc1ccc(NC(=O)Nc2ccncc2)c(OC)c1	5	4	15	-22	-6	-8	-5	-11	-1	2.8	-1.1
COc1ccc2sc(-c3ccccc3OC)c(C#CCCO)c2c1	2	-2	.	-21	6	-8	5	-18	-3	-2.3	-2.9
CN(C)c1ccc(CNC(=O)c2cc(S(=O)(=O)N3CCOCC3)cn2C)cc1	1	0	.	17	-1	-8	4	-3	-1	-2.4	-0.6
Cc1ccc(N(Cc2ccccc2)C(=O)c2cc(S(=O)(=O)N3CCOCC3)ccc2F)cc1	3	-10	0	22	4	-12	19	-11	-7	0.9	0.1
Cc1noc(C)c1COc1ccccc1C(=O)NC(C)c1ccc(F)cc1 (centres undefined)	-1	-5	-5	15	-5	-7	.	-35	-17	0.2	0.6
CNC(=O)NC(=O)COC(=O)c1cccc(S(=O)(=O)N2CC3(C)CC2CC(C)(C)C3)c1 (centres undefined)	-6	.	-1	-15	.	-5	2	4	0	-0.9	.
O=C(C1CCC1)N1CCN(c2ccnc3cc(Cl)ccc23)CC1	5	1	.	-11	4	-3	-7	0	-8	1.8	1.1
O=C(COC(=O)C1CC1)Nc1ccc(OC(F)F)cc1	1	-2	0	-12	-4	0	7	-7	-6	-0.1	-0.9
O=C(Cn1nnc2ccccc2c1=O)NC1CCCc2ccccc21 (centres undefined)	1	-3	-1	-18	-5	-10	2	2	-4	-1.8	-1.7
C=CCN(c1ccccc1)S(=O)(=O)c1cccc(C(=O)O)c1	2	-5	7	17	8	15	7	-10	-5	3.1	1.8
CN(c1ccc(C(=O)NCc2ccncc2)cc1)S(C)(=O)=O	-3	0	1	-3	-5	-5	0	-6	4	1.2	-3.7
Cn1cccc1C(=O)NS(=O)(=O)c1ccccc1Cl	4	-2	-2	.	21	3	0	-15	-6	-1.2	2.9
Cc1cc(SCC(=O)NCCCN2CCCC2=O)nc2ccccc12	0	-1	0	0	-4	-6	-6	-4	-9	-0.3	-1.1
Oc1ccc(-c2nc3ncccn3c2Nc2ccc3c(c2)OCCO3)cc1	2	-1	.	.	16	-10	-3	-6	-4	-0.7	-0.2
C=C[C@H]1C(O[C@@H]2O[C@H](CO)[C@@H](O)[C@H](O)[C@H]2O)OC=C2C(=O)N3CCc4cc(OC)c(O)cc4[C@H]3C[C@H]21 (some centres undefined)	4	6	.	7	10	21	.	-6	-2	1.3	4.2
COc1cccc(-c2ccc3nnc(SCC(=O)N4CCOCC4)n3n2)c1	-2	-3	-1	-11	-6	-5	264	-15	-17	-0.9	-0.7
O=C(CNc1ccc(F)cc1)N/N=C1\CCc2ccccc21	9	-1	7	7	-1	-14	9	-8	-2	-3.9	0.7
COCC(C)n1c(C)cc(C(=O)CSc2nnc(Nc3ccccc3F)s2)c1C (centres undefined)	0	-1	-1	-11	3	-3	10	5	-3	0.9	-2.2
Nc1nnc(SCC(=O)c2cccc([N+](=O)[O-])c2)s1	1	-2	-4	-23	7	0	-9	13	-5	-1.8	0.2
CC(=O)c1c(C(C)=O)c(C)n(-c2ccc3ncccc3c2)c1C	4	-3	-6	8	0	-6	1	1	2	-1.6	2.5
Cc1[nH][nH]c(=O)c1C=NCc1cccnc1	-1	3	-4	.	-24	-5	-4	-25	1	2.3	2.0
COC(=O)c1ccccc1NC(=O)NC1CCN(Cc2ccccc2)CC1	-12	5	0	.	0	3	3	-2	-9	1.8	1.3
CCC1CCCCN1Cc1ccc(OC)c(C)c1C (centres undefined)	3	-3	0	-22	-1	-12	18	-18	6	2.4	-0.3
CCCCc1ccc(NC(=O)COc2ccc(C(=O)Nc3ccccc3OCC)cc2)cc1	-3	3	-3	-3	0	-1	-2	14	-3	-0.9	0.7
Cc1ccccc1OC1C(=O)N(CC2CCCO2)C1c1ccc2c(c1)OCO2 (centres undefined)	-9	0	-4	-17	9	-4	-27	1	6	-0.6	0.5
Oc1ccc(/C=C/c2nc(-c3ccccc3O)n(-c3ccccc3)n2)cc1	-8	2	1	.	9	-6	.	1	-11	-0.6	-0.4
Cc1c(NC(=O)CSc2nc3ccc(Cl)cc3[nH]2)c(=O)n(-c2ccccc2)n1C	0	2	2	7	4	4	-3	6	7	1.2	1.1
COc1ccc(S(=O)(=O)N2CCOC2CNC(=O)C(=O)NCCCN2CCOCC2)cc1OC (centres undefined)	2	0	-3	23	2	-12	1	-5	-7	0.5	1.3
COCC(=O)N(Cc1cc2cccc(C)c2[nH]c1=O)c1ccccc1	-9	0	-2	-7	-8	9	-5	-11	-9	1.3	1.4
CCOc1ccc(N2C(=O)CC(N3CCN(c4ccc(F)cc4)CC3)C2=O)cc1 (centres undefined)	0	2	25	7	-2	9	-9	-1	-2	0.2	2.0
